Screening data deposited in PubChem by several laboratories.
RGS4 block: inhibitors of human RGS4. P49798. HEK293 M3R/RGS4 inducible, Fluo-4 calcium flux; hits give high values; triggered by carbachol at its EC20. B-score at 10 µM. actives 0.45% (n = 310,000). AID 463165;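 active means B-score, a plate-corrected calcium signal, over three deviations above library mean, with baseline fluorescence within five deviations of library mean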;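 further: RGS4 expression induced by doxycycline in cells with stable M3 receptor; B-score is computed from the integrated fluorescence ratio over baseline after carbachol; higher B-score means a larger calcium signal and so more RGS4 inhibition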
HDAC3 inh: human HDAC3 inhibition; O15379; recombinant HDAC3, fluorogenic peptide/trypsin coupled, fluorescence; inhibition, % at 8.3 µM; actives 0.15% (n = 320,000); in the data active means inhibition above about 26%, passing the limit was not always enough; inconclusive means no clear call, values can overlap the other calls
TMEM16A inh: inhibitors of mouse TMEM16A calcium-activated chloride channel. Q8BHY3. HEK293 TMEM16A/YFP iodide influx fluorescence, ionomycin. normalized B-score (activity score, 25-100; higher = stronger inhibition) at 10 µM. actives 1.2% (n = 310,000). AID 588511;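 active means ratio plate-corrected score three or more library SD toward inhibition, starting fluorescence score within five deviations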;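 further: score derived from kinetic fluorescence span divided by baseline fluorescence per well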
Target sequence (Q8BHY3 whole entry, looked up): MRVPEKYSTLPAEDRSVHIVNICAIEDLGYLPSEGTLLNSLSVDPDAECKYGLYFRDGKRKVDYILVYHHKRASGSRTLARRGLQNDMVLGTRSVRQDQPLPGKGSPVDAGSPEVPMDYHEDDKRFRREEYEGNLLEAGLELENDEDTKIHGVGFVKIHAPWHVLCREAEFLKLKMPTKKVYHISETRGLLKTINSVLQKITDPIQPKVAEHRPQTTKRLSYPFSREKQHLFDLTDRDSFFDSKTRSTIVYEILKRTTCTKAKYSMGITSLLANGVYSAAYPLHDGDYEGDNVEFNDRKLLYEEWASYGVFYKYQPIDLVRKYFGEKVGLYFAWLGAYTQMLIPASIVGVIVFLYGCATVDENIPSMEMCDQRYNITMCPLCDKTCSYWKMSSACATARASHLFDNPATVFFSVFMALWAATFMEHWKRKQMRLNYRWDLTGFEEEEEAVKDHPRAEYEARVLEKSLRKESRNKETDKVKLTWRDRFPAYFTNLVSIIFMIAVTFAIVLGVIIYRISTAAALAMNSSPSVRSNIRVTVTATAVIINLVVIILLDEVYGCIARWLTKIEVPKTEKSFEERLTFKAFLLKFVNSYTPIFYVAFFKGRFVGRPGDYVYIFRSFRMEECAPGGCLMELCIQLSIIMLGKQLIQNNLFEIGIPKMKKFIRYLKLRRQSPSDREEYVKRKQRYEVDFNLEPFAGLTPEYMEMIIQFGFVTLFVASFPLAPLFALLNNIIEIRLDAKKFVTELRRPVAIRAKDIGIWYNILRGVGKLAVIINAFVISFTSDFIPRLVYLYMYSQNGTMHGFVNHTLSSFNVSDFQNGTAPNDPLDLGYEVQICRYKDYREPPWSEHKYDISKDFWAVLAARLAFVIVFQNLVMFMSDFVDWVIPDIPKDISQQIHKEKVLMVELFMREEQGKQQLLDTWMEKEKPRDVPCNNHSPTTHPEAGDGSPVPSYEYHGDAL
MrgX1 antagonist: blocks BAM8-22 activation of human MrgX1 receptor; AID 588676; MRGX1-HEK293 calcium flux, Fluo-4, BAM8-22 antagonism; hits give low values; B-score at 10 µM; actives 1.3% (n = 310,000);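 active means calcium-response B-score plate-corrected more than 3 library SD below zero, starting fluorescence within 5 deviations, no agonist response on first addition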;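 further: peak minus trough fluorescence over baseline after final BAM8-22 challenge near maximal dose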
TRPC6 inh: inhibitors of mouse TRPC6 channel. Q61143. AID 2553. B-score at 10 µM. HEK293-TRPC6, membrane potential dye, ACh-evoked depolarization; hits give low values. actives 1.1% (n = 310,000);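 active means B-score under library mean minus 3 SD, initial fluorescence not abnormally high, positive integrated signal ratio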;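 further: B-score derived from integrated fluorescence ratio over the kinetic read; more negative B-score means stronger inhibition of depolarization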
MrgX1 PAM: human MrgX1 positive allosteric modulation, primary screen. Q96LB2. MrgX1-HEK293, Fluo-4 calcium flux, FDSS; hits give high values. B-score at 10 µM. actives 0.63% (n = 310,000). AID 588675;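 active means plate-corrected calcium response at least 3 library SD above typical, normal starting fluorescence, not activating the receptor alone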;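 further: compound read alongside a low EC10 to EC30 dose of BAM8-22 agonist; peak minus trough fluorescence over baseline measured at the second addition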
RGS4 pot: RGS4 potentiation or activation | actives 0.92% (n = 310,000) | HEK293 M3R/inducible RGS4, carbachol calcium flux Fluo4; hits give low values | B-score at 10 µM;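 active means B-score of the integrated calcium signal more than 4 SD below the library mean, with starting fluorescence not abnormally high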;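 further: negative B-score means reduced calcium response which marks RGS4 activation or potentiation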
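Material: M3R-expressing HEK293 line, RGS4 induced by doxycycline | Schedule: Overnight RGS4 induction, 30 min dye load 37 °C, 20 min compound RT | Measured by: Fluo4 fluorescence kinetic imaging of calcium | Read-out: Integrated calcium ratio converted to B score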
TMEM16A act: mouse TMEM16A channel activation, primary screen | Q8BHY3 | HEK293 TMEM16A/YFP-H148Q/I152L, iodide quench fluorescence; hits give low values | B-score at 10 µM | actives 0.3% (n = 340,000);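 active means fluorescence-ratio B-score plate-corrected deviation score at least 3 library SD below zero, with starting fluorescence score within 5 deviations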;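 further: channel opened by trigger with iodide after compound preincubation; score built on the fluorescence ratio of max minus min over baseline; more negative score means more quench and so TMEM16A activation or potentiation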
TRPC6 act: activates the mouse TRPC6 cation channel; AID 2550; HEK293-TRPC6 membrane potential dye fluorescence; hits give high values; B-score at 10 µM; Q61143; actives 0.13% (n = 310,000);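 active means B-score of the integrated fluorescence ratio above library mean plus 3 SD, and starting fluorescence ratio within library mean plus 5 SD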;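 further: higher score means more depolarization so channel activation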
SKKanGAS inh: inhibitors of SKKanGAS S. pyogenes growth in kanamycin (SK-promoter or general growth effect); BacTiter-Glo, 6 h; inhibition, % at 7.5 µM; actives 1.3% (n = 300,000);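 active means mean replicate score, as percent of positive control median, at least 50; inconclusive means mean below 50 but one replicate at or above 50; inactive means mean and every replicate below 50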;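 further: strain carries kanamycin resistance gene driven by streptokinase promoter and grows in 40 µg/ml kanamycin; loss of luminescence reflects streptokinase promoter inhibition or plain growth inhibition; 0% = median of DMSO wells and 100% = positive control at its reference dose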
MrgX1 ag: human MrgX1 receptor agonism, primary screen. Q96LB2. MrgX1-HEK293 cells, Fluo-4 calcium fluorescence, agonist mode; hits give high values. B-score at 10 µM. actives 0.44% (n = 310,000). AID 588627;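 active means calcium response B-score plate-corrected fluorescence ratio at least 3 library SD, with starting fluorescence B-score inside 5 SD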
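Material: MrgX1-expressing HEK293 cells / Dosing: compound as first of three additions / Incubation: overnight seeding, then 1 h dark dye loading / Signal: Fluo-4 NW calcium fluorescence / Evaluation: B-scored fluorescence response ratio / Benchmarks: positive and negative control wells on each plate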
Numbers without * were called inactive; i = inactive; u = inconclusive; x = not tested or not shown.

SMILES	TRPC6 inh	MrgX1 ag	MrgX1 PAM	SKKanGAS inh	RGS4 block	TMEM16A act	TRPC6 act	HDAC3 inh	RGS4 pot	MrgX1 antagonist	TMEM16A inh
CCCN(CC1CC1)C(=O)Nc1ccccc1C	i	i	i	-3	i	i	i	0	i	i	i
CCN(CC)c1ccc(NC(=O)CCN2C(=O)c3ccccc3S2(=O)=O)c(C)c1	i	i	i	-1	i	i	i	-6	i	i	i
C=CCOc1c(Cl)cc(/C=N/O)cc1OC	i	i	i	-7	i	i	i	7	i	i	i
O=S(=O)(c1cccc(C(F)(F)F)c1)c1ccc(O)cn1	i	i	i	-6	i	i	i	4	i	i	i
N/C(=N/OS(=O)(=O)c1ccc([N+](=O)[O-])cc1)c1ccncc1	i	i	i	-5	i	i	i	4	i	i	i
Cc1ccc(NC(=O)c2cccc3cccnc23)cc1	i	i	i	0	i	i	i	8	i	i	i
O=C(NCc1ccccn1)Nc1ccccc1C(F)(F)F	i	i	i	-2	i	i	i	0	i	i	i
CS(=O)(=O)N1N=C(c2cccs2)CC1c1ccccc1O (stereo unspecified)	i	i	i	-4	i	i	i	u	i	i	i
CN(CC(=O)Nc1ccc(F)cc1)C(=O)Cn1nnc(-c2ccccc2)n1	i	i	i	-3	i	i	i	-4	i	i	i
CCOC(=O)c1sc(NC(=O)C2CC(=O)N(c3ccccc3C)C2)nc1C (stereo unspecified)	i	i	i	4	i	i	i	9	i	i	i
O=C(c1cccc(F)c1)N1CCN(C(=O)C(c2ccccc2)c2ccccc2)CC1	i	i	i	0	i	i	i	-2	i	i	i
CCCCN(C(=O)c1cc(Cl)nc2ccccc12)c1c(N)n(CCCC)c(=O)[nH]c1=O	i	i	i	4	i	i	i	6	i	i	i
Cc1ccc2c(c1)N(CC(=O)NCC1CCCO1)C(=O)C(C)O2 (stereo unspecified)	i	i	i	3	i	i	i	-5	i	i	i
O=c1oc2cc(O)c(Cl)cc2c2ccccc12	i	i	i	4	i	i	i	4	i	i	i
Cc1cccc(-n2c(N)cc(=O)nc2SCC(=O)Nc2nnc(CC(C)C)s2)c1	i	x	x	6	i	x	i	x	i	x	x
CN(Cc1ccc(F)cc1)C(=O)c1ccc(NS(=O)(=O)c2ccccc2)cc1	i	i	i	2	i	i	i	3	i	i	i
COc1cc(Cl)ccc1OCc1cc(C(=O)N2CC[C@@H]3CCCC[C@H]3C2)no1	i	i	i	-4	i	i	i	0	i	i	i
C=CC(=O)N1c2ccccc2Sc2ccc(NC(=O)OCC)cc21	i	i	i	-3	i	i	i	7	i	i	i
Cn1cccc1CC(=O)NNC(=S)Nc1ccc(Cl)cc1Cl	i	i	i	-7	i	i	i	7	i	i	i
CCC(C(=O)N1CCN(C(=O)c2ccco2)CC1)n1sc2ccccc2c1=O (stereo unspecified)	i	i	i	-3	i	i	i	2	i	i	i
CNc1cc(C)nc(N2CCOCC2)n1	i	i	i	4	i	i	i	0	i	i	i
CCCC1(c2ccccc2)NC(=O)N(CC(=O)Nc2cc(C)on2)C1=O (stereo unspecified)	i	i	i	-21	i	i	i	-7	i	i	i
COC(=O)c1cn(CC(=O)Nc2ccc(F)cc2)c2ccccc12	i	i	i	-2	i	i	i	-1	i	i	i
CCCCOP(=O)(c1ccc(N(C)C)cc1)C(O)c1cc(OC)ccc1OC (stereo unspecified)	i	i	i	2	i	i	i	-4	i	i	i
N#Cc1ccc(CN2C=NS(=O)(=O)c3ccccc32)cc1	i	i	i	-4	i	i	i	-6	i	i	i
Cc1ccc(NC2=NCCCCC2)cc1C	i	i	i	-4	i	i	i	-3	i	i	i
CCOc1ccc(NC(=O)CSc2nc3cccnc3n2CCOC)cc1	i	i	i	5	i	x	i	2	i	i	i
CCOC(=O)N1CCC(NC(=O)C2CCN(C(=O)N3CCOc4ccccc43)CC2)CC1	i	i	i	-4	i	i	i	-12	i	i	i
O=C(Nc1ccon1)c1cccc(S(=O)(=O)N2CCCC2)c1	i	i	i	-7	i	i	i	-2	i	i	i
COc1cccc(CSc2nc3ccccc3[nH]2)c1	i	i	i	8	i	i	i	7	i	i	i
CCn1cc(C(=O)NC2CCCCC2)c(=O)c2cc(S(=O)(=O)N(C)C)ccc21	i	i	i	3	i	i	i	-4	i	i	i
COc1ccc(Cl)cc1NC(=S)N1CCCC1	i	i	i	0	i	i	i	-2	i	i	i
CN1CCN(CCP(=O)(c2ccccc2)c2ccccc2)CC1	i	i	i	-4	i	i	i	-2	i	i	i
O=C(C1CCCO1)N1CCN(C(=S)NC2CC2)CC1 (stereo unspecified)	i	i	i	-11	i	i	i	-8	i	i	i
COc1cc(C2(c3ccc(O)c(OC)c3)C(=O)N(C)c3ccc(C)cc32)ccc1O	i	i	i	2	i	i	i	1	i	i	i
Cc1cccc(C)c1NC(=O)C1NC(=O)CC1c1ccccc1 (stereo unspecified)	i	i	i	-3	i	i	i	-7	i	-9.5*	i
CCn1cc(C2N3CC4(C)CN2CC(C)(C3)C4=O)c2ccccc21 (stereo unspecified)	i	i	i	-6	i	i	i	-4	i	i	i
CCN(CC)CCCNC(=O)c1cc2c(-c3ccc(Cl)cc3)nn(C)c2s1	i	i	i	-4	i	i	i	-81	i	i	i
CCSc1nnc(SCC(=O)N2CCN(C(=O)c3ccco3)CC2)s1	i	i	i	-1	i	i	i	11	i	i	i
CC(=O)Nc1ccc(NC(=O)CN2CCN(c3ccccn3)CC2)cc1	i	i	i	-28	i	i	i	1	i	i	i
CC(=O)NC(=S)Nc1ccccc1F	i	i	i	-3	i	i	i	-1	i	i	i
Cc1ccc(C)c(S(=O)(=O)Nc2ccc(C(N)=O)cc2)c1	i	i	i	-1	i	i	i	-3	i	i	i
Cc1nnc(NC(=O)CCSc2ccc(Cl)cc2)s1	i	i	i	-2	i	i	i	8	i	i	i
O=C(COC(=O)/C=C/c1cccc([N+](=O)[O-])c1)NCc1ccco1	i	i	i	10	i	i	i	0	i	i	i
COc1ccccc1C(=O)NCCC(=O)Nc1ncccc1C	i	i	i	-2	i	i	i	-1	i	i	i
CCOc1cccc(CNCCO)c1OCc1ccc(Cl)cc1Cl	i	i	i	-4	i	i	i	2	i	i	i
CCCN(C(=O)COC(=O)Cn1c(=O)oc2ccccc21)c1c(N)n(Cc2ccccc2)c(=O)[nH]c1=O	i	i	i	7	i	i	i	x	i	i	i
CN1CCN(NC(=O)c2ccc(Cl)c([N+](=O)[O-])c2)CC1	i	i	i	4	i	i	i	1	i	i	i
Cc1ccc(C(=O)OCC(=O)NCC(F)(F)F)cc1C	i	i	i	-2	i	i	i	-1	i	i	i
O=C(NC1CCN(S(=O)(=O)c2ccccc2)CC1)c1ccc(F)cc1	i	i	i	-8	i	i	i	0	i	i	i
COc1ccc(NC(=O)c2ccc(-c3ccc(C)c4ccccc34)o2)cc1	i	i	i	8	i	i	i	4	i	i	i
COc1ccc(C(=O)N/C(=C\c2cn(C)c3ccccc23)C(=O)NCCCN2CCOCC2)cc1	i	i	i	1	i	i	i	8	i	i	i
COc1ccc(CC(=O)Nc2cc(S(=O)(=O)N3CCCCC3)ccc2N2CCN(C)CC2)cc1	i	i	i	5	i	i	i	3	i	i	i
CC(C)c1ccc(/C=C2\SC(=S)N(CCC(=O)NCCCn3ccnc3)C2=O)cc1	i	i	i	-3	i	i	i	-1	i	i	i
COc1ccccc1NC(=O)Cc1nn(C)c(=O)c2ccccc12	i	i	i	-4	i	i	i	2	i	i	25*
COCC(C)NS(=O)(=O)c1ccccc1 (stereo unspecified)	i	i	i	3	i	i	i	-1	i	i	i
COc1ccc(/C=C/C(=O)NCc2c(C)nn(C)c2C)cc1COc1ccc(Br)cc1	i	i	i	0	i	i	i	3	i	i	i
Cc1ccccc1NC(=O)C1C2/C=C\CCCCC21 (stereo unspecified)	i	i	i	2	i	i	i	x	i	-4.5*	i
COc1ccc(CCNC(=O)c2ccc(Br)cc2)cc1	i	i	i	-3	i	i	i	-2	i	i	i
NC(=Nc1ccccc1)NC(=O)c1nc(Cl)c(N)nc1N	i	i	i	1	i	i	i	-32	i	i	i

3 entries already listed, ordered by the value under HDAC3 inh, rising:
SMILES	HDAC3 inh
CC(=O)NC(=S)Nc1ccccc1F	-1
COc1ccccc1NC(=O)Cc1nn(C)c(=O)c2ccccc12	2
CCCCN(C(=O)c1cc(Cl)nc2ccccc12)c1c(N)n(CCCC)c(=O)[nH]c1=O	6

Additional entries follow:
SMILES	TRPC6 inh	MrgX1 ag	MrgX1 PAM	SKKanGAS inh	RGS4 block	TMEM16A act	TRPC6 act	HDAC3 inh	RGS4 pot	MrgX1 antagonist	TMEM16A inh
C=CCN(c1ccccc1)S(=O)(=O)c1ccc(Cl)c(C(=O)OCC(=O)N(C)C2CCS(=O)(=O)C2)c1 (stereo unspecified)	i	i	i	7	i	i	i	-2	i	i	i
O=S(=O)(NCC(c1cccnc1)N1CCN(c2ccccc2F)CC1)c1cccs1 (stereo unspecified)	i	i	i	-2	i	i	i	1	i	i	i
CCOC(=O)c1c(NC(=O)c2ccco2)sc2c1CCCCC2	i	i	i	0	i	i	i	11	i	i	i
N#CC1(NC(=O)COC(=O)CCCN=C2NS(=O)(=O)c3ccccc32)CCCCC1	i	i	i	21	i	i	i	0	i	i	i
O=C(NNS(=O)(=O)c1ccc2ccccc2c1)c1cccnc1	i	i	i	1	i	i	i	-1	i	i	i
